Assay outcomes: PubChem, Broad Institute
SIRT5 inh: SIRT5 desuccinylase inhibitors, primary screen, biochemical, fluorescence imaging, single point, set 5; NAD-dependent protein deacylase sirtuin-5, mitochondrial (Homo sapiens), Q9NXA8; Purified SirT5, succinyl-peptide AMC, trypsin-coupled fluorescence; inhibition, % at 15 µM; hit rate 1.1% among 330,000; in the data active = inhibition above about 15%; inconclusive = no clear call, values can overlap the other calls
Target sequence (Q9NXA8 whole entry, looked up): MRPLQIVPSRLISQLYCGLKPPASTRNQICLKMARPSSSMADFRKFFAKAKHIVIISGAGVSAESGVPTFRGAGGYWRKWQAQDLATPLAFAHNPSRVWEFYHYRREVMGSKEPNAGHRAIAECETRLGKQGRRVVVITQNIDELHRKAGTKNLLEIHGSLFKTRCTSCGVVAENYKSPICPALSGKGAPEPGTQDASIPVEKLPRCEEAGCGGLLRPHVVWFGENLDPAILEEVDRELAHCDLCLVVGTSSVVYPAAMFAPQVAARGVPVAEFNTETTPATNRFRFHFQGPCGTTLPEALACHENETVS
ARNT TACC3 PPI: disruptors of ARNT/TACC3 protein interaction, primary screen, biochemical, AlphaScreen, single concentration. AlphaScreen His-ARNT PAS-B/GST-TACC3 binding, luminescence; TACC3 fragment carries E629A point mutation. inhibition, % at 9.99 µM. hit rate 0.66% among 390,000. AID 623870, 2012. Transforming acidic coiled-coil-containing protein 3 (Homo sapiens), Q9Y6A5;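 active = mean inhibition of replicates at least 50% and at least half of replicates each reaching 50%; inconclusive = half or more replicates reach 50% but mean below 50%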;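 also: 0% = complete ARNT plus TACC3 wells and 100% = ARNT alone without TACC3; many hits fall short of the cut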
DENV2 CPE rescue: inhibitors of DENV2 cytopathic effect, primary screen, cell-based, plate reader, single concentration; DENV2-infected cells, cytopathic effect rescue; CPE inhibition, % at 9.99 µM; hit rate 1.7% among 350,000; AID 651640, 2012; in the data active = CPE inhibition above about 20%, passing the limit was not always enough; inconclusive = no clear call, values can overlap the other calls; tested in BHK-21 cells;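 also: 0% = median of neutral control wells and 100% = median of positive control wells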
LGR2 antag: inhibitors of bursicon-induced LGR2 CRE-luciferase signal, primary screen, cell-based, HEK293, CRE-luciferase reporter, bursicon stimulation; hit rate 0.35% among 380,000; Drosophila bursicon receptor LGR2 (rickets); bursicon-stimulated, 4 h; inhibition, % at 9.99 µM;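 active = drop in luminescence signal, shown as inhibition above about 50% in the replicate tests, limit read from the data, passing the limit was not always enough; inconclusive = probably only some replicates passing the limit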;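 also: agonist challenge used bursicon conditioned medium at about half maximal strength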
EWS-Fli inh: EWS/Fli-driven NR0B1 reporter inhibitors, primary screen, A673 cells, NR0B1 luciferase, luminescence, MLPCN library; inhibition, % at 12.6 µM; hit rate 0.67% among 350,000; viability-normalised; AID 651661, 2012;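 active = mean inhibition of at least 50% after viability correction, with every replicate also passing that limit; inconclusive = mean reaches 50% but only one of two replicates passes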;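 also: firefly luciferase signal divided by Alamar Blue viability fluorescence both relative to DMSO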
PAX8 reporter: inhibitors of PAX8-driven TPO luciferase reporter, primary screen, RMG-I cells, single concentration | SteadyGlo, 24 h | inhibition, % at 12.6 µM | hit rate 1.2% among 360,000;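 active = mean replicate inhibition at least 60% with every replicate also reaching 60%; inconclusive = only one of the two criteria is met; inactive = mean below 60% and not all replicates reaching 60%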;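 also: luciferase light reporting Pax8 driven TPO promoter activity; plate controls were median of neutral control wells for no effect and mitoxantrone controls for full effect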
Casp6 inh: human caspase-6 inhibitors, primary screen, biochemical, VEID-R110 fluorescence, single point, set 2; P55212; purified caspase-6, Z-VEID-R110 cleavage fluorescence; inhibition, % at 12.5 µM; hit rate 0.53% among 350,000; AID 686996, 2013;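 active = mean inhibition across replicates at least about 35%, with every replicate also reaching that limit, limit read from the data; inconclusive = only one of the two criteria met; inactive = neither criterion met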;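 also: 0% = median of neutral control wells and 100% = no fluorescence left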
Target sequence (P55212 24-179 limits assumed): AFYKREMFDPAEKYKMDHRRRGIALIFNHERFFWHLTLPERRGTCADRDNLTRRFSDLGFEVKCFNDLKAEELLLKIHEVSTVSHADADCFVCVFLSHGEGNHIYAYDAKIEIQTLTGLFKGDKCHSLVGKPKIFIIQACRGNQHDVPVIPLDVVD
Target sequence (P55212 194-293 limits assumed): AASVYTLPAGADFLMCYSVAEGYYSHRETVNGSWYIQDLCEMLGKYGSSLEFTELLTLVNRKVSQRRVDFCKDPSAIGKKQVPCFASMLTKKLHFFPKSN
Active calls of the source: *.

How did OCC[C@@H]1C[C@H](O)[C@@H](O)[C@@]2(CCCCO2)O1 do in these assays?
ARNT TACC3 PPI: -1; DENV2 CPE rescue: -7; LGR2 antag: -4; EWS-Fli inh: 9; PAX8 reporter: -3; Casp6 inh: -1

Results for COc1ccccc1C(O)c1ncc(-c2ccc(Cl)cc2)[nH]1 (configuration not stated) ?
SIRT5 inh: -4; DENV2 CPE rescue: 8; LGR2 antag: 8; EWS-Fli inh: -8; PAX8 reporter: 13; Casp6 inh: 3

Results for Nc1cc(C(=O)OCC(=O)N2CCOCC2)ccc1Cl ?
SIRT5 inh: 1; ARNT TACC3 PPI: 0; DENV2 CPE rescue: 3; LGR2 antag: -12; EWS-Fli inh: 1; PAX8 reporter: -82; Casp6 inh: 4

Results for CCCNC(=O)Nc1ccc2c(c1)OC[C@@H](C)N(CCC(F)(F)F)C[C@H](C)[C@H](OC)CN(C)C2=O ?
SIRT5 inh: 9; ARNT TACC3 PPI: -2; DENV2 CPE rescue: 2; LGR2 antag: 20; EWS-Fli inh: -1; PAX8 reporter: 12

How did C[C@@H]1CCCCO[C@@H](CN(C)Cc2ccncc2)[C@@H](C)CN([C@@H](C)CO)C(=O)c2cc(NC(=O)Cc3ccccc3)ccc2O1 do in these assays?
LGR2 antag: -2; EWS-Fli inh: -5; PAX8 reporter: 3

How did Cc1ccc(NC(=O)NC2CC(=O)N(c3ccc4c(c3)OCCO4)C2)cc1 (configuration not stated) do in these assays?
SIRT5 inh: -3; ARNT TACC3 PPI: 0; DENV2 CPE rescue: 1; LGR2 antag: -4; EWS-Fli inh: -3; PAX8 reporter: 1; Casp6 inh: -4

Results for O=C1CN(Cc2ccccc2)C[C@@H]2[C@H](c3ccc(-c4ccccc4F)cc3)[C@H](CO)N12 ?
SIRT5 inh: -2; DENV2 CPE rescue: -5; LGR2 antag: -21; EWS-Fli inh: 21; PAX8 reporter: 15; Casp6 inh: 0

What do the screens show for `O=C(NC1CCCC1)C(C1CC1)n1c(-c2ccncc2)nc2ccccc21` (configuration not stated)?
DENV2 CPE rescue: -3; LGR2 antag: 1; EWS-Fli inh: -4; PAX8 reporter: 22; Casp6 inh: -1

What do the screens show for `Cc1ccc(-c2nnc(N3CCN(S(C)(=O)=O)CC3)c3ccccc23)cc1`?
SIRT5 inh: 0; ARNT TACC3 PPI: -2; PAX8 reporter: 25; Casp6 inh: 7

How did C[C@@H]1CN([C@H](C)CO)C(=O)CCCn2cc(nn2)CO[C@@H]1CN(C)C(=O)Nc1ccc(F)cc1 do in these assays?
SIRT5 inh: -7; ARNT TACC3 PPI: 7; DENV2 CPE rescue: -1; LGR2 antag: -10; EWS-Fli inh: -3; Casp6 inh: 0

What do the screens show for `O=S(=O)(c1cccs1)N1CCCCN2[C@@H](CO)[C@@H](c3ccc(-c4ccccc4)cc3)[C@@H]2C1`?
SIRT5 inh: 6; ARNT TACC3 PPI: 9; DENV2 CPE rescue: -32; LGR2 antag: 8; EWS-Fli inh: 7; PAX8 reporter: -36; Casp6 inh: 1

Results for N#Cc1cc([N+](=O)[O-])ccc1NC(=O)CSc1n[nH]c(=O)n1C1CC1 ?
SIRT5 inh: 0; ARNT TACC3 PPI: 4; DENV2 CPE rescue: -1; LGR2 antag: 4; EWS-Fli inh: 10; PAX8 reporter: 10; Casp6 inh: -7

Results for Oc1ccc(/C=N/N2CCCCC2)cc1O ?
SIRT5 inh: 1; ARNT TACC3 PPI: 15; DENV2 CPE rescue: -4; LGR2 antag: -11; EWS-Fli inh: 2; PAX8 reporter: -12; Casp6 inh: 5

Results for COc1ccc(C(=O)N2CCCCC2c2cc(C(=O)Nc3cccc(C#N)c3)no2)cc1 (configuration not stated) ?
SIRT5 inh: 0; DENV2 CPE rescue: 13; LGR2 antag: 11; EWS-Fli inh: 7; PAX8 reporter: 6; Casp6 inh: -2

Results for O=C(Nc1ccccc1)c1cc(C2CCCN(C(=O)CCc3ccccc3)C2)on1 (configuration not stated) ?
DENV2 CPE rescue: -4; EWS-Fli inh: -21; PAX8 reporter: -138; Casp6 inh: 4

How did COCC(=O)Nc1ccc(Br)cc1C do in these assays?
SIRT5 inh: 3; ARNT TACC3 PPI: 14; DENV2 CPE rescue: -8; LGR2 antag: -16; EWS-Fli inh: 9; PAX8 reporter: -8; Casp6 inh: -2

How did CCC(=O)N(C)C[C@H]1Oc2cc(C#CC3CCCC3)ccc2S(=O)(=O)N([C@H](C)CO)C[C@H]1C do in these assays?
SIRT5 inh: -2; ARNT TACC3 PPI: -5; DENV2 CPE rescue: -8; LGR2 antag: 21; EWS-Fli inh: 1; Casp6 inh: 1

Results for COc1cc(OC)cc(C(=O)NC(C(=O)Nc2ccc3nc(C)sc3c2)C(C)C)c1 (configuration not stated) ?
SIRT5 inh: 0; ARNT TACC3 PPI: 0; DENV2 CPE rescue: 6; LGR2 antag: 8; EWS-Fli inh: 1; PAX8 reporter: -2; Casp6 inh: 2

What do the screens show for `CNC[C@H]1Oc2ccc(NS(=O)(=O)c3ccc(Cl)cc3)cc2C(=O)N([C@@H](C)CO)C[C@H]1C`?
SIRT5 inh: -34; ARNT TACC3 PPI: 10; DENV2 CPE rescue: -16; LGR2 antag: -11; EWS-Fli inh: 6; PAX8 reporter: -40; Casp6 inh: 1

How did O=C(CSc1nnc2n1CCCN2)c1ccc([N+](=O)[O-])cc1 do in these assays?
SIRT5 inh: 2; ARNT TACC3 PPI: 3; DENV2 CPE rescue: -2; LGR2 antag: -3; EWS-Fli inh: -5; PAX8 reporter: 5; Casp6 inh: 1

Structures from the list above that contain a nitro group on carbon, in the order listed:
Results for N#Cc1cc([N+](=O)[O-])ccc1NC(=O)CSc1n[nH]c(=O)n1C1CC1 ?
SIRT5 inh: 0; ARNT TACC3 PPI: 4; DENV2 CPE rescue: -1; LGR2 antag: 4; EWS-Fli inh: 10; PAX8 reporter: 10; Casp6 inh: -7

How did O=C(CSc1nnc2n1CCCN2)c1ccc([N+](=O)[O-])cc1 do in these assays?
SIRT5 inh: 2; ARNT TACC3 PPI: 3; DENV2 CPE rescue: -2; LGR2 antag: -3; EWS-Fli inh: -5; PAX8 reporter: 5; Casp6 inh: 1

Next records follow.
How did O=C(Nc1ccc(F)c(Cl)c1)c1cc(C2CCCN(C(=O)CCc3ccccc3)C2)on1 (configuration not stated) do in these assays?
DENV2 CPE rescue: -9; LGR2 antag: -64; EWS-Fli inh: -33; PAX8 reporter: -47; Casp6 inh: 1

Results for CCc1ccc(C2CC(c3ccccc3)n3ncnc3N2)cc1 (configuration not stated) ?
ARNT TACC3 PPI: 2; DENV2 CPE rescue: -1; LGR2 antag: 23; EWS-Fli inh: -13; PAX8 reporter: -7; Casp6 inh: 1

How did O=C(c1cccc(-n2cccc2)c1)N1CCN(S(=O)(=O)c2ccccc2Br)CC1 do in these assays?
SIRT5 inh: -4; ARNT TACC3 PPI: 2; DENV2 CPE rescue: -1; LGR2 antag: 20; EWS-Fli inh: 7; Casp6 inh: 1

Results for CO[C@@H]1CN(C)C(=O)c2ccc(NC(=O)Nc3cc(Cl)cc(Cl)c3)cc2OC[C@H](C)NC[C@H]1C ?
SIRT5 inh: -3; ARNT TACC3 PPI: 17; DENV2 CPE rescue: 9; EWS-Fli inh: 10; PAX8 reporter: 13; Casp6 inh: 0

What do the screens show for `Cc1c2cn[nH]c(=O)c2c(C)n1Cc1ccc(F)cc1`?
SIRT5 inh: 0; ARNT TACC3 PPI: -1; DENV2 CPE rescue: -2; LGR2 antag: 10; EWS-Fli inh: 3; PAX8 reporter: 1; Casp6 inh: 1

Results for Cc1oc(-c2cccs2)nc1CN1CCN(CC(C)C)C(CCO)C1 (configuration not stated) ?
SIRT5 inh: 1; ARNT TACC3 PPI: 3; DENV2 CPE rescue: 8; LGR2 antag: 13; EWS-Fli inh: 2; PAX8 reporter: -7; Casp6 inh: -1

Results for CC(C)NC(=O)N(C)C[C@@H]1Oc2ccc(NC(=O)NC3CCCCC3)cc2CC(=O)N([C@@H](C)CO)C[C@@H]1C ?
SIRT5 inh: -4; ARNT TACC3 PPI: -13; DENV2 CPE rescue: 14; LGR2 antag: -9; EWS-Fli inh: -3

Results for Nc1ccc2c(Cl)cc(Cl)cc2c1 ?
SIRT5 inh: -3; DENV2 CPE rescue: 12; EWS-Fli inh: 2; PAX8 reporter: 10; Casp6 inh: -2

What do the screens show for `CN(Cc1ccccc1)C(=S)Nc1ccc2nc3n(c(=O)c2c1)CCCCC3`?
SIRT5 inh: 0; ARNT TACC3 PPI: 2; DENV2 CPE rescue: 6; LGR2 antag: 8; EWS-Fli inh: 6; PAX8 reporter: -1; Casp6 inh: 26

What do the screens show for `O=C(CCc1[nH]c2ccccc2c1Sc1ccccc1)NCCO`?
ARNT TACC3 PPI: -1; LGR2 antag: 11; PAX8 reporter: -3

What do the screens show for `CCC(=O)Nc1ccc(C(=O)CN2C(=O)NC3(CCOc4ccccc43)C2=O)cc1` (configuration not stated)?
SIRT5 inh: 0; ARNT TACC3 PPI: 1; DENV2 CPE rescue: -8; LGR2 antag: -15; EWS-Fli inh: 3; PAX8 reporter: 7; Casp6 inh: 2

How did C[C@@H]1CN([C@H](C)CO)C(=O)c2cc(NC(=O)C3CC3)ccc2O[C@@H]1CN(C)S(=O)(=O)c1ccc(F)cc1 do in these assays?
SIRT5 inh: -11; ARNT TACC3 PPI: 0; DENV2 CPE rescue: 1; LGR2 antag: -1; EWS-Fli inh: -3; PAX8 reporter: 6; Casp6 inh: -2

What do the screens show for `CNC(=S)N/N=C/c1ccc(N2CCOCC2)s1`?
SIRT5 inh: 2; ARNT TACC3 PPI: 47*; DENV2 CPE rescue: 3; LGR2 antag: -10; EWS-Fli inh: 19; PAX8 reporter: -7; Casp6 inh: 3

What do the screens show for `CCOC(=O)[C@]12CCC=C1N(Cc1ccc3c(c1)OCO3)C(=O)[C@H](CC(=O)NCc1cccc3ccccc13)C2`?
SIRT5 inh: 6; DENV2 CPE rescue: -7; LGR2 antag: 6; EWS-Fli inh: 3; PAX8 reporter: 16; Casp6 inh: 0

What do the screens show for `CCOc1ccccc1NC(=O)Nc1cc(S(=O)(=O)N(C)C)ccc1C`?
SIRT5 inh: 4; ARNT TACC3 PPI: 2; DENV2 CPE rescue: inconclusive; LGR2 antag: 9; EWS-Fli inh: -26; PAX8 reporter: -8; Casp6 inh: -1

What do the screens show for `COc1ccc(-c2ccc([C@H]3[C@H]4C=CC[C@@H](C)[C@@H]4C(=O)N3Cc3ccccc3)c(F)c2)cc1`?
ARNT TACC3 PPI: 1; DENV2 CPE rescue: inconclusive; LGR2 antag: -2; EWS-Fli inh: 20; PAX8 reporter: -19; Casp6 inh: -1

How did C[C@@H]1CN([C@H](C)CO)C(=O)c2c(c3ccccc3n2C)-c2ccccc2CO[C@@H]1CN(C)S(=O)(=O)c1cn(C)cn1 do in these assays?
SIRT5 inh: -5; ARNT TACC3 PPI: 1; DENV2 CPE rescue: 7; LGR2 antag: 6; EWS-Fli inh: -2; PAX8 reporter: -20; Casp6 inh: 2

How did O=C(CSc1n[nH]c(-c2ccncc2)n1)Nc1ccccc1 do in these assays?
SIRT5 inh: -2; DENV2 CPE rescue: -4; LGR2 antag: -1; EWS-Fli inh: 1; PAX8 reporter: -1; Casp6 inh: 0

How did O=C(Nc1cc(F)ccc1F)N[C@@H]1CC[C@H](CCn2cc(C3CCCCC3)nn2)O[C@@H]1CO do in these assays?
SIRT5 inh: 2; ARNT TACC3 PPI: -4; DENV2 CPE rescue: 2; LGR2 antag: 3; EWS-Fli inh: 8; PAX8 reporter: 19; Casp6 inh: -1

How did O=C(NCc1cccnc1)c1nc(-c2ccccc2)n(-c2ccccc2)n1 do in these assays?
SIRT5 inh: -4; ARNT TACC3 PPI: 16; DENV2 CPE rescue: 6; LGR2 antag: 8; PAX8 reporter: 5; Casp6 inh: -1
